High-throughput results as filed in PubChem.
a7 integrin act: qHTS for Activators of Integrin-Mediated Alleviation for Muscular Dystrophy; Potency, µM (doses to about 38.3 µM), for inactives: top-dose activation, actives largely listed as activators; 350,000 compounds, 0.064% hits; alpha7betagal myoblasts, beta-gal FDG fluorescence, 48 h;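 also: potency is read from the fitted curve at half-maximal effect; 100% = response of the positive control SU9516; nearly all actives have a fitted effect of over 60% in size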
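alpha7betagal+/- myoblasts (passage 13, 250/well) treated 48 h at 37C with compounds at 1:260 dilution of DMSO stock. Lysed, then beta-galactosidase activity read as FDG fluorescence (ex 480/em 540) after 30 min, with pre-read for autofluorescence.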
B2AR arrestin: qHTS assay of beta-arrestin-biased ligands of beta2-adrenergic receptor | Beta-2 adrenergic receptor (Homo sapiens), P07550 | beta-arrestin recruitment to beta2AR, cell-based reporter | Potency, µM (top dose mostly 46.1 µM), for the others: at the highest dose activation, hits mostly activators | 330,000 compounds, 0.02% hits;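 also: potency is read from the fitted curve at half-maximal effect; 0% = DMSO controls and full agonism = EC100 isoproterenol or metaproterenol; nearly all actives have a fitted effect of over 65% in size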
Target sequence (P07550 whole entry, looked up): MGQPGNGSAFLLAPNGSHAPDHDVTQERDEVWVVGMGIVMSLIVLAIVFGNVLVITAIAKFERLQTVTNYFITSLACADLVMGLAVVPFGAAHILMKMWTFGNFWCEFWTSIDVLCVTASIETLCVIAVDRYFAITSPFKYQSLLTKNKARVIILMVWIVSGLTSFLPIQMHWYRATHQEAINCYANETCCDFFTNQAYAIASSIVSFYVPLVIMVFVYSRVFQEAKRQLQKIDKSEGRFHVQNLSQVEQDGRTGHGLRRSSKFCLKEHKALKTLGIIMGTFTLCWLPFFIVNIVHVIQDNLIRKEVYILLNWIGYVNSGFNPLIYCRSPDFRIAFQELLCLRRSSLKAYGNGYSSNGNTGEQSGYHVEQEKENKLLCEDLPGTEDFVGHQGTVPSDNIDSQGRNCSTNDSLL
TCR activator: Activators of T cell receptors: qHTS campaign; primary human leukocytes, anti-CD3, IL-2 HTRF, 48 h; Potency, µM (series often up to 9.22 µM), without a hit: at the highest dose activation of IL-2 secretion, usual class: activators; 330,000 tested, under 10 active; AID 504894, 2011; also: % of control where 0% means no effect
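IL-2 release read by HTRF sandwich (Eu cryptate donor, d2 acceptor, 665 nm emission) after 48 hr exposure of primary human leukocytes to compound together with anti-CD3 beads in the absence of co-stimulatory signals.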
CXXC DNA block: qHTS Fluorescence Polarization Assay for Inhibitors of MLL CXXC domain - DNA interaction; Histone-lysine N-methyltransferase 2A (Homo sapiens), Q03164; MLL-CXXC / FITC-HOXA9 DNA fluorescence polarization; Potency, µM (top dose mostly 115 µM), for the others: at the highest dose activity change, negative = inhibition, most hits filed as inhibitors; 290,000 compounds, 0.037% hits; active = well fitted inhibition curve with a large enough effect in the polarisation, with a control signal flat, not every such curve was filed as active; inconclusive = small, poorly fitted or top-dose-only effect, or effect the other way, or a change in a side signal; inactive = no such curve, though single readings can be large or run the other way; the % refers to the polarisation; also: potency is read from the fitted curve at half-maximal effect
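Steps: dispense CXXC domain solution (7 uM) → pin compounds or unlabeled HOX-A9 DNA control → 5 min ambient → add FLSN-HOX-A9 solution (50 nM) → spin → 30 min ambient → fluorescence polarization. Tris pH 7.5/NaCl/DTT/BSA buffer.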
PTAP TSG101 blk: qHTS Assay for Iinhibitors of HIV-1 Budding by Blocking the Interaction of PTAP/TSG101. Fluorescence polarization, FITC-PTAP peptide / Tsg101 binding. Potency, µM (doses to about 115 µM), without a hit: top-dose activity change, negative = inhibition, hits mostly inhibitors. 340,000 tested, under 10 active. AID 493005, 2010; active = well fitted inhibition curve with a large enough effect in the main read-out, with a control signal flat, not every such curve was filed as active; inconclusive = small, poorly fitted or top-dose-only effect, or effect the other way, or a change in a side signal; inactive = no such curve, though single readings can be large or run the other way; also: potency is read from the fitted curve at half-maximal effect; % of control where 0% means no effect
Target sequence (Q99816 whole entry, looked up): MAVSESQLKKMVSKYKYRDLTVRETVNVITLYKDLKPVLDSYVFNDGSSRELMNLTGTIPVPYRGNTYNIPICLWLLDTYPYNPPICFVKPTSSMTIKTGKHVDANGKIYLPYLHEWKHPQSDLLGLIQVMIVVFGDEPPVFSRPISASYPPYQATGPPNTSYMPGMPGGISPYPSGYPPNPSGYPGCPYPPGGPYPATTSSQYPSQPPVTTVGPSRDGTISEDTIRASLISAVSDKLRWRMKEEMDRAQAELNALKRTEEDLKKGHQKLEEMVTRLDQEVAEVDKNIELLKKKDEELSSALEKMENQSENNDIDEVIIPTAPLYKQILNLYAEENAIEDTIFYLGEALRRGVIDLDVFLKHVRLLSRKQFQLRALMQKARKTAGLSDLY
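Compounds were pin-transferred onto Tsg101 binding domain (10 uM final) in HEPES pH 7.5 buffer, then FITC-PTAP peptide was added at 50 nM final. After 20 min at RT, polarization reported peptide displacement across a qHTS concentration series.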
TRPV1 agonist: HTS Assay for Compounds that Act as Agonists of the Vanilloid Receptor 1. Transient receptor potential cation channel subfamily V member 1 (Homo sapiens), Q8NER1. TRPV1-expressing cells, Fluo-8 calcium influx, agonist mode. activation, % at 8.33 µM. 320,000 compounds, 0.19% hits. AID 540275, 2011; in the data active = activation above about 80%; inconclusive = between about 30% and that limit; also: 0% is about no effect
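TRPV1-expressing cells were cultured overnight at 35.5C and loaded with Fluo-8 calcium dye for 40 to 90 min at room temperature. After a 10 s baseline, compound was added and calcium influx was read kinetically for 3 min (ex 480/em 520 nm).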
BRCA1 expr act: qHTS Assay to Identify Small Molecule Activators of BRCA1 Expression. MCF7-BRCA1-FFLuc reporter, luminescence, 48 h; response scale: scaled: vehicle 0%, 10 µM genistein 100%. Potency, µM (titrated, usually from 46.1 µM), for inactives: at the top dose activation, usual class: activators. 380,000 compounds, 1.1% hits. AID 624202, 2012; also: potency is read from the fitted curve at half-maximal effect; nearly all actives have a fitted effect of over 80% in size; some results filed as inactive show a strong effect at the top dose
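Luminescence from a BRCA1-driven firefly luciferase in MCF7 cells was the read-out, taken 15 min after substrate addition following 48 h compound exposure at 37 °C. Data were normalized to a 10 microM genistein control and DMSO vehicle.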
ELG1 repair inh: qHTS screen for small molecules that inhibit ELG1-dependent DNA repair in human embryonic kidney (HEK293T) cells expressing luciferase-tagged ELG1. HEK293T ELG1-luciferase reporter, luminescence, 16 h; DNA damage induced by 5-fluorouridine. Potency, µM (top dose mostly 46.1 µM), for inactives: at the top dose activity change, negative = inhibition, most hits filed as inhibitors. 330,000 compounds, 2.3% hits; also: potency is read from the fitted curve at half-maximal effect; % is scaled to controls: 0 for no effect and ±100 for the full control effect; nearly all actives have a fitted effect of over 55% in size
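Reporter activity after DNA damage by 5-fluorouridine is monitored. Compound-treated cells incubate 16 hr at 37 °C, then ONE-Glo is added for 30 min before luminescence reading.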
A-T KAP1 phos: qHTS Assay for Identifying a Potential Treatment of Ataxia-Telangiectasia; […] A-T fibroblasts, KAP-1 phosphorylation AlphaLISA; neocarzinostatin DNA damage 30 min before lysis; Potency, µM (doses to about 57.5 µM), for inactives: top-dose activation, actives largely listed as activators; 320,000 compounds, 0.19% hits; AID 485349, 2010; also: potency is read from the fitted curve at half-maximal effect; % of control where 0% means no effect; nearly all actives have a fitted effect of over 45% in size
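ATM-like activity read as KAP-1 phosphorylation via AlphaLISA donor/acceptor antibody pairs after lysis and 6 hr at 25C. Cells were ATM-null patient fibroblasts ([…], hTERT), dosed 60 min, then exposed to the DSB inducer NCS for 30 min.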
p53 reactivator: qHTS assay for re-activators of p53 using a Luc reporter; H1299 p53-A138V BP100-luciferase reporter, luminescence, 24 h; 320,000 compounds, 0.063% hits; Potency, µM (doses to about 92.2 µM), without a hit: at the highest dose activity change, positive = activation, actives largely listed as activators; AID 504706, 2011; also: potency is read from the fitted curve at half-maximal effect; % of control where 0% means no effect; nearly all actives have a fitted effect of over 45% in size
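p53-null H1299 cells stably carrying temperature-sensitive p53-A138V and a BP100-luciferase reporter were pinned with compounds (4-point, 1:5 series) and held 24 hrs at 37 deg C. Luminescence was read 10 min after detection reagent.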
* = called active by the depositor; ? = inconclusive; / = no result given; [ ] = dose if it differs, or a comment. Unless noted, calls follow the shape of the dose curve; as a rule, active = well fitted curve in the direction sought with a large enough effect; inconclusive = small, poorly fitted or top-dose-only effect, or another doubt; inactive = no such curve, though single readings can be large; an effect the other way counts as inactive or inconclusive. Random draw from the library; about 3.8% have a hit in one of these screens.

SMILES	a7 integrin act	B2AR arrestin	TCR activator	CXXC DNA block	PTAP TSG101 blk	TRPV1 agonist	BRCA1 expr act	ELG1 repair inh	A-T KAP1 phos	p53 reactivator
COc1cccc(C(=O)CN(C(=O)c2ccc(Cl)c(Cl)c2)N2C(=O)c3ccccc3C2=O)c1	15%[7.66 µM]	0.4%	-2%	11%	-5%	-2	-1%	-2%	-1%	6%
Cc1ccc(CSCC(=O)NCc2ccco2)cc1	13%	0.0%	-9%	0%	-5%	4	-16%	-10%	-2%	-2%
COc1ccccc1N(C)S(=O)(=O)c1ccc(Cl)c(C(=O)NC2=NCCS2)c1	5%	-0.1%	-8%	21%	-2%	8	-2%	-10%	-2%	0%
O=C(Nc1cccc(CCc2ccccn2)c1)c1cc(F)c(F)cc1Cl	-13%	-1.0%	-3%[46.1 µM]	12%	-1%	-6	15%	-10%	-3%	5%
CCCn1c(SCC(=O)NCCc2ccc(OC)c(OC)c2)nc2c1c(=O)n(C)c(=O)n2C	-12%	0.1%	/	-5%	-7%	1	0%	-1%	0%	1%
COc1ccc(S(=O)(=O)N(CC(=O)NCC2CCCO2)Cc2ccccc2)cc1 (centres undefined)	28%	0.3%	-4%	-5%	-5%	8	-1%	-1%	-4%	-1%
CCC(C)(C)n1nnnc1C(c1cc2cc3c(cc2[nH]c1=O)OCO3)N1CCN(C)CC1 (centres undefined)	-3%	0.6%	/	-2%	/	-5	-10%	8%	-4%	1%
CCOC(=O)N1CCC(Nc2c(NCCN3CCN(c4cccc(Cl)c4)CC3)c(=O)c2=O)CC1	22%	0.1%	-1%	16%	-7%	-1	5%	-4%	8%	1%
CSc1nc2c(c(-c3ccccc3)c1C#N)CCC2	-9%	/	-1%	/	-3%	/	-3%[1.84 µM]	/	/	/
CCc1noc(C)c1C(=O)N1CCCC(N2CCN(c3ccccc3F)CC2)C1 (centres undefined)	3%	-0.1%	-2%	3%	-2%	-2	12%	-9%	-4%	17%
O=C(CN1C(=O)c2ccc([N+](=O)[O-])cc2C1=O)Nc1ccccc1N1CCCC1	-17%	-1.7%	3%	/	2%	-2	-15%	17%	-1%	3%
O=C(Nc1ccc(N2CCN(C(=O)c3cccs3)CC2)cc1)c1ccccc1Cl	-35%	0.0%	8%	-2%	0%	2	-43%	?	0%	-1%
CCCCOc1cc(CC2CNC(=O)N2)ccc1OC (centres undefined)	/	/	-6%	10%	2%	/	-2%	/	/	/
CCCCCN(C(=O)NC(=O)Nn1cnnc1)S(C)(=O)=O	10%	0.2%	-12%	4%	-10%	0	-2%	-10%	2%	1%
COc1ccc(OC)c(C2NC(=O)c3sc(=S)n(-c4ccccc4)c3N2)c1 (centres undefined)	8%	-0.1%	2%	-7%	-2%	10	-3%	2%	0%	9%
O=C1CC2(CCN(C(=O)COc3ccccc3F)CC2)Oc2ccccc21	-10%	0.1%	7%	/	0%	?	-1%	?	-4%	0%
Clc1ccc(CSc2ccc(-c3ccco3)nn2)cc1	3%	0.1%	-15%	-2%	-8%	21	13µM*	?	7%	22%
O=C(NC1CCCC1)C(c1cc2c(cc1[N+](=O)[O-])OCO2)N1CCCC1 (centres undefined)	-27%	-0.2%	/	1%	2%	3	86%	?	-2%	0%
O=C(Nc1ccccc1)NC1CCN(CCCN2C(=O)c3ccccc3C2=O)CC1	5%	0.4%	0%	0%	-7%	0	9%	21%	-9%	6%
O=C(CSc1nnc(-c2cccnc2)n1Cc1ccccc1)N1CCOCC1	0%	-0.4%	8%	-3%	-6%	-2	4%	20%	-2%	-1%
COc1ccccc1NC(=O)Cn1c(CCC(=O)O)ccc1-c1ccccc1	25%	-1.1%	4%	12%	-9%	-3	-7%	-12%	-2%	-5%
CCCCOc1ccc(C(=O)N2CCN(CC(=O)Nc3ccc(C)cc3)CC2)cc1OC	-40%	-0.8%	-1%	-3%	0%	6	-34%	4%	-4%	-4%
Cc1nnc(NC(=O)CSc2nnc(-c3ccc(S(=O)(=O)N4CCCC4)cc3)n2C)s1	-8%[7.66 µM]	-0.2%	4%[46.1 µM]	-7%	-7%	0	15%	9%	7%	-3%
O=C1NC(c2ccco2)Nc2ccccc21 (centres undefined)	-10%	-0.1%	-5%	-5%	-4%	2	-19%	6%	6%	-6%
COC(=O)c1c(C(=O)OC)c(-c2cccc(F)c2)n2c1CS(=O)(=O)C2	0%	-0.7%	-4%	0%	-5%	-5	-9%	0%	17%	-5%
O=C(O)c1cc(-c2ccc(Br)s2)nc2ccccc12	?	0.4%	5%	2%	-4%	1	?	?	-9%	17%
COc1ccc(CN(C(=O)CSc2nnc(-c3ccccc3F)o2)c2ccc(F)cc2)cc1	0%	0.0%	3%	-2%	-8%	?	-25%	?	5%	-6%
Cc1ccccc1CSc1nnc(NC(=O)Cc2cccs2)s1	1%	3.0%	1%[46.1 µM]	10%	-3%	?	-3%	3%	6%	4%
O=C(COc1ccc(F)cc1Cl)Nc1nc(-c2ccccn2)cs1	/	-0.2%	/	/	/	24	/	-2%	9%	16%
CC(C)[C@H](NC(=O)c1ccccc1)C(=O)OCC(=O)Nc1ncc(Cl)cc1Cl	-2%	-0.5%	-1%[46.1 µM]	/	-4%	/	-15%	-12%	4%	24%
COc1cccc(C(=O)NCC(=O)N/N=C/c2cn[nH]c2-c2ccccc2)c1	5%	0.1%	-2%	6%	1%	1	-32%	-4%	2%	0%
Cc1ccc(Cc2c(C)nc3nc(SCC(=O)NCCN4CCOCC4)nn3c2C)cc1	7%	0.1%	4%	13%	-8%	-1	25%	2%	6%	-3%
COc1ccc(NC(=O)c2cc(S(=O)(=O)N3CCS(=O)(=O)CC3)ccc2Cl)cc1	-27%	-0.2%	-1%	33%[activator]	-3%	0	-18%	-3%	2%	-4%
CCN(CC)c1ccc(S(=O)(=O)N2CCOCC2)cc1NC(=O)CSc1cccc[n+]1[O-]	1%	0.3%	0%[46.1 µM]	0%	-4%	0	-14%	4%	-1%	-5%
OCCN(Cc1ccccc1)CC(O)COc1ccc(-c2ccccc2)cc1 (centres undefined)	-45%[inhibitor]	-0.6%	3%	10%	-5%	4	8%	0%	7%	-12%
O=C(Oc1ccc(C(=S)N2CCOCC2)cc1)c1cccc([N+](=O)[O-])c1	?	-0.2%	-3%	19%	-2%	2	0%	9%	0%	/
CCOc1ccc(-c2nc3scc(-c4cccs4)c3c(=O)[nH]2)cc1	-16%	-0.1%	0%	-8%	2%	-2	-40%	8%	-1%	-3%
O=c1ccc2ccc(OCCOc3cccc(Cl)c3)cc2o1	4%	-0.5%	4%	34%	-2%	1	?	?	16%	4%
Oc1ccc(Br)cc1CN1CCCCCCC1	-14%[7.66 µM]	0.4%	/	2%	-10%	1	7%	3%	7%	7%
CC(C)(C)NC(=O)c1nn2c(C(F)(F)F)cc(-c3ccccc3)nc2c1Br	12%	-0.9%	/	0%	0%	1	0%	-7%	-15%	11%
Cc1ccc(S(=O)(=O)Cn2nnnc2CN2CCN(C(=O)c3ccco3)CC2)cc1	12%	-0.3%	2%	-6%	-3%	-1	-6%	-1%	-3%	-16%
Cc1ccc2sc(N(CCCN(C)C)C(=O)CCS(=O)(=O)c3ccccc3)nc2c1C	-34%[inhibitor]	-0.2%	-9%	-15%	-9%	8	-65%	-9%	7%	-24%
Cc1cc(S(=O)(=O)N2CCN(c3ccccn3)CC2)c(C)cc1Cl	6%	-0.4%	-1%	-3%	-10%	-1	-1%	-18%	0%	17%
O=C(O)c1ccc2c(c1)[C@@H]1C=CC[C@@H]1[C@H](c1ccccn1)N2	-4%	/	-3%	/	-19%	/	0%	/	/	/
O=C(c1cc2ccccc2o1)N1CCN(c2ncccn2)CC1	16%	-1.4%	0%	/	0%	/	13%	22%	6%	6%
Cc1csc(SCC(=O)Nc2nnc(C)s2)n1	-23%	0.5%	-3%	-15%	-1%	-1	-11%	-2%	2%	5%
O=C(CCN=C1NS(=O)(=O)c2ccccc21)OCc1ccccc1	6%	-0.2%	5%	/	-3%	27	-10%	2%	-2%	-1%
CC(C)(C)c1ccc(C(=O)Nc2ccccc2Cl)cc1	-21%	-1.1%	2%	-6%	-7%	?	?	?	?	?
